# Screening results from PubChem.
# GPR55 activation: GPR55 agonists via beta-arrestin recruitment, primary screen, imaging, U2OS cells, beta-arrestin-GFP redistribution (AID 1961); U2OS GPR55 beta-arrestin-GFP redistribution imaging; higher % means a stronger effect; one-dose activation, % at 10 µM; EC50 in µM for titrated hits; 0.048% of 290,000 active;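 active means activation above 40% with more than 50 cells counted in the well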;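 further: U2OS osteosarcoma cells stably expressing GPR55 and beta-arrestin-GFP; plate controls were DMSO negative control for no effect and LPI positive control for full effect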
# GPR55 antagonists: inhibition of LPI-stimulated GPR55 beta-arrestin translocation – imaging, U2OS, beta-arrestin-GFP, LPI agonist, primary screen (AID 2013) | inhibition, % at 10 µM; hits with a dose series show IC50 in µM | U2OS GPR55 beta-arrestin-GFP translocation imaging, LPI antagonism; higher % means a stronger effect | 0.13% of 290,000 active;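 active means spots per cell inhibited over 60%, with over 100 cells counted and total cytoplasm intensity under 500,000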;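 further: U2OS cells stably carrying GPR55 and arrestin-GFP stimulated by 5 µM LPI near EC80; imaged beta-arrestin-GFP aggregate spots per cell after agonist stimulation; plate controls were LPI-stimulated DMSO wells for no effect and DMSO wells without LPI for full effect; some results filed as inactive read as strong as hits; confirmed hits need IC50 under 10 µM and bright autofluorescent wells are also inconclusive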
# KOR beta-arrestin-1: kappa opioid receptor blockers – cell-based, luminescence, uHTS (AID 1778); KOR beta-arrestin recruitment, luminescence, antagonist mode; higher % means a stronger effect; inhibition, % at 10 µM; hits with a dose series show IC50 in µM; 0.091% of 290,000 active; in the data active means inhibition above about 50%; further: strong numbers were not always called active
# SIAH1 antagonists: blockers of Siah-1 interaction with plectin peptide – biochemical, fluorescence polarization, rhodamine-plectin, uHTS, primary screen (AID 1817); Siah-1 / rhodamine-plectin peptide fluorescence polarization; higher % means a stronger effect; one-dose displacement, % at 20 µM; IC50 in µM for titrated hits; 0.02% of 290,000 active;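 active means displacement of at least 50% at 20 µM, with a fluorescence ratio check between 0.3 and a set limit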;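 further: plate controls were Siah plus tracer with DMSO for no effect and tracer alone without Siah for full effect; strong numbers were not always called active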
# NOD1 inhibition: inhibition of NOD1-driven NF-kB reporter – cell-based, luminescence, uHTS, primary screen (AID 1578); NOD1-driven NF-kB luciferase reporter cells, luminescence; higher % means a stronger effect; inhibition, % at 4 µM; hits with a dose series show EC50 in µM; 1% of 290,000 active; in the data active means inhibition mostly above about 36%, no sharp cut-off; inactive means mostly below about 34%;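 further: HEK-293T reporter cells stimulated with the NOD1 agonist gamma-tri-DAP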
# KOR beta-arrestin-2: kappa opioid receptor activators – cell-based, luminescence, uHTS, primary screen (AID 1777) | KOR beta-arrestin recruitment, luminescence; higher % means a stronger effect | one-dose activation, % at 10 µM; EC50 in µM for titrated hits | 0.02% of 280,000 active; in the data active means activation above about 50%, passing the limit was not always enough; further: a part of the inactive calls stands beside numbers as strong as those of hits
# HIV fusion peptide: inhibitors of HIV fusion peptide binding, primary screen, biochemical, uHTS, fluorescence dequenching (AID 1986) | cell-free peptide binding, fluorescence dequenching, 30 min; higher % means a stronger effect | inhibition, % at 20 µM; hits with a dose series show IC50 in µM | 0.3% of 290,000 active; in the data active means inhibition mostly above about 52%, no sharp cut-off; inactive means mostly below about 76%; further: some results filed as inactive read as strong as hits
# GPR35 antagonists: inhibition of zaprinast-stimulated GPR35 beta-arrestin translocation – imaging, U2OS, beta-arrestin-GFP, zaprinast agonist, primary screen (AID 2058). U2OS GPR35 beta-arrestin-GFP translocation imaging, zaprinast antagonism; higher % means a stronger effect. inhibition, % at 10 µM, or IC50 in µM where a hit was titrated. 0.052% of 290,000 active;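 active means inhibition of at least 50% with at least 30 cells and total cytoplasm GFP at most 10,000,000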
# AID2073: disruptors of CaV2.2 binding to Mint1 – biochemical, HTRF (AID 2073). HTRF protein-protein interaction, Mint1-CaV2.2; higher % means a stronger effect. inhibition, % at 20 µM; hits with a dose series show IC50 in µM. 0.19% of 290,000 active; in the data active means inhibition mostly above about 51%, no sharp cut-off; further: some results filed as inactive read as strong as hits
# * = called active by the depositor; . = no result given; [ ] = remark or other dose. The list is partial. The share of hits here may be higher or lower than overall.
SMILES,GPR55 activation,GPR55 antagonists,KOR beta-arrestin-1,SIAH1 antagonists,NOD1 inhibition,KOR beta-arrestin-2,HIV fusion peptide,GPR35 antagonists,AID2073
CC(Sc1nnc(CNC(=O)c2ccccc2F)n1C)C(=O)Nc1nccs1 (configuration not stated),0.2%,16%,-2%,1%,17%,1.0%,-2.8%,-4%,6%
Cc1cc([N+](=O)[O-])nn1CC(=O)N/N=C/c1ccccc1O,-0.1%,-2%,-2%,-1%,-1%,-1.8%,0.0%,-2%,-4%
CC1=NN(C(=O)Cc2ccc([N+](=O)[O-])cc2)C(O)(c2ccccc2)C1 (configuration not stated),-0.1%,9%,-13%,0%,-8%,7.2%,-1.3%,-9%,1%
CC(Cc1cccs1)NC(=S)Nc1ccc(Cl)c(Cl)c1 (configuration not stated),-0.4%,15%,-23%,5%,-38%,0.8%,-2.0%,0%,-3%
O=C(CCl)c1ccc(Cc2ncc(C(F)(F)F)cc2Cl)s1,18%,20%,13%,-1%,55%,-2.8%,5.7%,-15%,-5%
O=C(NCCc1ccc(F)cc1)c1cc(=O)c2ccccc2o1,-0.6%,-2%,-23%,4%,-23%,9.2%,2.4%,-5%,31%
CN(C)S(=O)(=O)N1CCN(C(=O)c2cccs2)CC1,-0.2%,9%,4%,2%,-15%,0.2%,-1.5%,-4%,-7%
COc1cccc(N=c2oc3ccccc3cc2-c2nc3ccccc3[nH]2)c1,-0.1%,-7%,8%,-2%,-18%,1.2%,-1.2%,6%,17%
Cc1ccc2cccc(OCc3ccccc3)c2n1,-0.3%,0%,27%,10%,-1%,3.2%,-0.9%,5%,12%
CC(C)NC(=O)c1ccccc1NC(=O)C1CC(=O)N(C(C)C)C1 (configuration not stated),0.3%,-6%,-60%[20 µM],-2%,50%,-0.8%,1.5%,-14%,10%
CCCC(=O)Nc1nc2c(OC)ccc(OC)c2s1,-0.2%,-5%,-6%,1%,1%,-1.2%,-0.1%,-18%,4%
CC(NC(=O)c1ccc(Br)cc1)c1ccc2c(c1)CCCC2 (configuration not stated),-0.2%,-14%,-31%,6%,25%,0.5%,0.1%,5%,1%
COc1cccc(-n2c(N)c(-c3nc4ccccc4[nH]3)sc2=S)c1,-0.3%,19%,-13%,-12%,-3%,-6.4%,0.6%,-12%,32%
COC(=O)Cc1c(C)c2ccc(O)c(CNCc3ccc(OC)c(OC)c3)c2oc1=O,-0.1%,3%,-1%,1%,7%,-1.9%,-3.5%,0%,34%
CC(C)c1ccc(N2CCN(C(=O)c3ccccc3NC(=O)/C=C(\C(=O)O)c3ccccc3)CC2)cc1,0.6%,2%,-10%,-8%,21%,1.6%,-1.8%,-3%,12%
CCN(CC)CCNC(=O)c1cc(Sc2nnc(C)s2)nc2ccccc12,-0.3%,16%,21%,-5%,4%,2.5%,-0.8%,35%,14%
CC(=O)Nc1ccc(Oc2cnc3ccccc3n2)cc1,-0.1%,11%,-2%,3%,18%,-0.7%,4.0%,21%,5%
Cc1cc(C)c2nc(N3CCCC(C(=O)NCCCN4CCOCC4)C3)sc2c1 (configuration not stated),-0.1%,6%,-50%,1%,-22%,-1.7%,4.4%,1%,-5%
O=C(Cn1ncc2c3ccccc3n(Cc3ccc(Cl)cc3)c2c1=O)NCCCN1CCCC1=O,-0.3%,-1%,-34%,2%,-12%,9.0%,0.6%,-3%,14%
Cc1c(NC(=O)c2cccc(NC(=O)c3ccco3)c2)cccc1C(=O)O,0.0%,6%,-13%,-1%,-16%,-3.0%,-0.6%,7%,1%
CCCN(CCC)CCNC(=O)C1CC(=O)N(c2ccc(OC)cc2)C1c1ccc(OC)cc1 (configuration not stated),-0.1%,18%,-9%,0%,8%,-2.5%,-2.1%,-8%,5%
Cc1cccc(CC(=O)NC2CCN(C)CC2)c1,-0.1%,-32%,-8%[20 µM],2%,-1%,-0.9%,-0.6%,11%,-1%
CCOc1ccc(-n2c(Cc3cc(=O)[nH]c(=O)[nH]3)nnc2SC(C)C)cc1,-0.1%,-3%,-9%,0%,-12%,4.6%,4.4%,-11%,1%
Cc1cc(NC(=O)/C=C\C(=O)O)c([N+](=O)[O-])cc1C,0.2%,11%,5%,3%,-2%,2.2%,-1.5%,10%,4%
O=C(CCCN1C(=O)c2cccc3cccc(c23)C1=O)Nc1ccon1,0.2%,6%,-6%[20 µM],-2%,-31%,.,-1.7%,11%,3%
Cc1c(OC(C)C(=O)NCCCN2CCOCC2)ccc2c1oc(=O)c1ccccc12 (configuration not stated),-0.1%,-8%,-7%,7%,-20%,1.4%,-0.5%,-5%,22%
CC(C(=O)Nc1ccccc1-c1ccccc1)N1CCN(S(=O)(=O)c2ccccc2)CC1 (configuration not stated),0.2%,12%,-28%,6%,-28%,-0.3%,-1.8%,-4%,-1%
O=C(COc1ccc2ccccc2c1Br)N1CCCC1,-0.2%,25%,-8%,1%,-47%,4.2%,-0.7%,-4%,14%
CCOC(=O)C1CCCN(S(=O)(=O)c2cc(OCC(N)=O)c(C)cc2Cl)C1 (configuration not stated),-0.3%,-1%,-26%,-4%,14%,-4.4%,-1.5%,-5%,18%
CCN1CCN(C(=O)c2ccc3nc(-c4ccccc4)c(-c4ccccc4)nc3c2)CC1,-0.2%,11%,-26%,2%,2%,-0.1%,0.4%,-11%,3%
COc1ccc([N+](=O)[O-])cc1COc1cc(C)cc2oc(=O)cc(-c3ccccc3)c12,-0.2%,7%,-38%,-4%,0%,10%,0.8%,-15%,3%
Cc1ccc(O)c(/C=N/NC(=O)COc2ccc3c(C)cc(=O)oc3c2)c1,0.4%,0%,-7%,2%,-42%,-0.4%,-3.7%,-10%,24%
Cc1ccc(S(=O)(=O)NC(Cc2ccccc2)C(=O)NN)cc1 (configuration not stated),0.5%,-7%,-61%[20 µM],-1%,-28%,4.3%,-0.9%,7%,8%
CS(=O)(=O)Nc1nc2ccccc2[nH]1,-0.2%,17%,-3%,-2%,-1%,2.7%,-0.3%,-4%,6%
Cn1c(=O)[nH]c(=O)c2c1nc(N1CCCC1)n2CCCSc1nc2ccccc2o1,-0.1%,-12%,-20%,-1%,-6%,7.4%,4.2%,-17%,8%
COc1cc(OC)cc(N2CC(C)(C)C2=O)c1,-0.6%,10%,17%,-4%,3%,-2.2%,0.5%,20%,5%
CCOc1ccccc1C(=O)Nc1nnc(C(C)C)s1,-0.2%,16%,-5%,2%,-35%,-5.7%,1.1%,-2%,-4%
O=C(CCCOc1ccccc1)NCC1CCCO1 (configuration not stated),-0.1%,16%,-6%,-7%,14%,-3.0%,-0.5%,11%,-5%
O=C(O)c1cc(S(=O)(=O)N2CCOCC2)c(Sc2ccccn2)cc1Sc1ccccn1,-0.2%,7%,-4%,-1%,0%,-6.8%,8.4%,10%,-5%
CN(Cc1cccc(Cl)c1Cl)c1ccc(S(=O)(=O)N2CCCCC2)cc1[N+](=O)[O-],0.5%,12%,-17%,9%,2%,-0.4%,2.4%,-11%,-1%
C/C=C/c1ccc(OCC(=O)Nc2cc(OC)c(OC)c(OC)c2)c(OC)c1,-0.3%,6%,-9%,-3%,-26%,-2.9%,-1.1%,-2%,5%
CC(=O)Nc1ccc2nc(SCC(=O)N3CCOCC3)sc2c1,0.0%,3%,-2%,-2%,-5%,-3.5%,-0.1%,0%,10%
COc1cccc(/C=N\NC(=O)c2cc(OCC(F)(F)F)ccc2OCC(F)(F)F)c1,0.2%,3%,-1%,3%,17%,3.2%,-0.3%,-12%,0%
COc1ccccc1N1CSC2=C(C#N)C(c3ccc(SC)cc3)CC(=O)N2C1 (configuration not stated),0.8%,1%,13%,10%,-4%,1.7%,0.7%,-14%,82%*
COc1ccc(CNCc2cccc(Oc3ccccc3)c2)cc1,-0.4%,17%,-21%,4%,66%*,3.4%,-0.4%,-14%,-6%
CC(C)NC(=O)CSc1nnc(-c2ccc(C(C)(C)C)cc2)n1C,-0.2%,6%,16%,-2%,-33%,-7.8%,1.7%,5%,0%
COc1cc(C(=O)N2CCC(NC(=O)C(Cc3ccccc3)NC(C)=O)CC2)cc(OC)c1OC (configuration not stated),-0.1%,4%,-4%,-2%,-2%,4.6%,-1.8%,-3%,-10%
O=C(Nc1cccc(NC(=O)C2CC3CCCC(C2)C3=O)n1)C1CC2CCCC(C1)C2=O (configuration not stated),-0.1%,14%,46%,4%,-3%,-4.3%,0.5%,6%,0%

# A different layout for 2 compounds above.
> COc1ccc(CNCc2cccc(Oc3ccccc3)c2)cc1
- GPR55 activation: -0.4%
- GPR55 antagonists: 17%
- KOR beta-arrestin-1: -21%
- SIAH1 antagonists: 4%
- NOD1 inhibition: 66%*
- KOR beta-arrestin-2: 3.4%
- HIV fusion peptide: -0.4%
- GPR35 antagonists: -14%
- AID2073: -6%

> CC(C)NC(=O)CSc1nnc(-c2ccc(C(C)(C)C)cc2)n1C
- GPR55 activation: -0.2%
- GPR55 antagonists: 6%
- KOR beta-arrestin-1: 16%
- SIAH1 antagonists: -2%
- NOD1 inhibition: -33%
- KOR beta-arrestin-2: -7.8%
- HIV fusion peptide: 1.7%
- GPR35 antagonists: 5%
- AID2073: 0%

# Further entries
SMILES,GPR55 activation,GPR55 antagonists,KOR beta-arrestin-1,SIAH1 antagonists,NOD1 inhibition,KOR beta-arrestin-2,HIV fusion peptide,GPR35 antagonists,AID2073
CSCC(=O)N1CCCC(CO)(CCCc2ccccc2)C1 (configuration not stated),0.0%,-5%,-10%[20 µM],4%,-42%,-2.7%,0.4%,-8%,8%
COC(=O)Cn1cnc2c(oc3ccccc32)c1=O,0.2%,-3%,-47%,-4%,-11%,1.9%,-0.5%,10%,4%
CN(Cc1ccccc1)c1oc(-c2ccco2)nc1C#N,-0.2%,-11%,15%,6%,-28%,-3.5%,0.4%,-3%,-4%
O=C(N/N=C/c1ccc(OC(=O)c2cccc(F)c2)cc1)c1cccnc1,0.2%,3%,-17%,23%,-21%,1.1%,17%,-8%,36%
Clc1ccc(-c2nc3cc(CN4CCCCC4)ccc3o2)cc1,-0.3%,2%,-13%,7%,-13%,-3.3%,-1.5%,7%,28%
CCN1CCN(c2cc(C(C)C)nc3c(-c4ccccc4)c(C)nn23)CC1,0.0%,-6%,1%,-9%,16%,2.9%,-1.3%,-19%,4%
O=C(c1ccc(Br)o1)N1N=C(c2ccc(Cl)cc2)CC1c1ccco1 (configuration not stated),0.2%,3%,5%,3%,1%,4.2%,4.2%,19%,31%
CC(Sc1nc(-c2ccccc2)cc(C(F)(F)F)n1)C(=O)N1CCC(C(N)=O)CC1 (configuration not stated),2.3%,6%,-37%,-1%,63%*,9.9%,-1.2%,1%,0%
COC(=O)c1ccc(CN(Cc2ccc(C(=O)OC)o2)C(C)(C)C)o1,-0.1%,-10%,15%,3%,-1%,4.5%,1.0%,-9%,9%
CN1/C(=C\C=O)C(C)(C)c2ccccc21,-0.2%,8%,-24%,0%,-36%,-7.2%,7.1%,-6%,2%
CCCN1C(=O)/C(=C/c2cc(C)n(C)c2C)SC1=Nc1ccc(OC)cc1,0.3%,-4%,-39%,-3%,11%,1.6%,-2.6%,13%,3%
